ADAM10 inh = inhibitors of human ADAM10 | O14672 | inhibition, % at 7 µM | 0.62% of 370,000 active | recombinant ADAM10, EDANS/DABCYL FRET peptide cleavage, 3 h;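 active = inhibition above a per-campaign cutoff equal to the mean of compounds falling between control-based bounds plus 3 SD, cut at about 20% in these data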;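 note: 0% = DMSO wells while the 100% control is not disclosed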
ARFGAP1 inhibitor = inhibits rat ARF GTPase activating protein 1 | Q62848 | Arfgap1-stimulated ARF1 GTP hydrolysis, GDP FP detection | inhibition, % at 16.5 µM | 0.26% of 360,000 active | AID 651572;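 active = inhibition above a per-plate limit, mean inhibition of low control wells plus 3 SD, cut at about 25% in these data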;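 note: 0% = DMSO wells with enzyme and 100% = wells lacking Arfgap1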
Target sequence (Q62848 1-136 limits assumed): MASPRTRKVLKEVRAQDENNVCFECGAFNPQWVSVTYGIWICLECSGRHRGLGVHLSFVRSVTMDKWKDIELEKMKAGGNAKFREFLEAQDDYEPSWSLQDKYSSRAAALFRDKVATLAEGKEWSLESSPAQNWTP
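Assay system: purified rat His6-Arfgap1 residues 1-136 (GAP domain); Reagent: human Δ17 ARF1 bound to GTP; Dosing: 16.5 µM single point, 1.26% DMSO; Times: GTP hydrolysis reaction 2 h at 25 °C; Signal: FP, GDP Alexa 633 tracer displaced from anti-GDP antibody, 620/688 nm; Measure: % inhibition from polarization.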
GAA850 FXN act = frataxin GAA850 promoter activation. HEK293 lucGAA850 FXN promoter luciferase reporter, 24 h; percent of 10 µM SAHA response. 0.56% of 360,000 active. activation, % at 6 µM;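 active = activation above the average of all compounds screened plus 3 SD, cutoff fixed separately per campaign, cut at about 7.5% in these data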;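 note: 0% = DMSO wells and 100% = 10 µM SAHA wells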
ASAP1 inh = blocks human ASAP1-stimulated Arf1 GTP hydrolysis; 0.19% of 360,000 active; Q9ULH1; inhibition, % at 16.5 µM; AID 624377; GDP FP detection; in the data active = inhibition above about 25%;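 note: 0% = vehicle with enzyme and substrate and 100% = no enzyme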
Target sequence (Q9ULH1 325-724 limits assumed): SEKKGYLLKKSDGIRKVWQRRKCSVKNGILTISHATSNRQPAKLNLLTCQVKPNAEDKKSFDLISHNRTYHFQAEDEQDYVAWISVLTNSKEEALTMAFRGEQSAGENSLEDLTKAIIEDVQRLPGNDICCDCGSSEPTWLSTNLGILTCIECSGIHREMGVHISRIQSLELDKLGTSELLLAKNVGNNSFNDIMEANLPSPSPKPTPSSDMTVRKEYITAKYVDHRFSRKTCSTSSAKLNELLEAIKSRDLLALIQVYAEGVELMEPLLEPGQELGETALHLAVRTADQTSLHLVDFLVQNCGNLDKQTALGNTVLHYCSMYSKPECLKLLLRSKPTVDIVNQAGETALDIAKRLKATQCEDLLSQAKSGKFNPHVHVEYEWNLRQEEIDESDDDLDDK
Tn6 DDE FP = disrupts Tn6 cyclic peptide binding to fibrin D-Dimer-E complex; Fibrin DD(E) TRITC-Tn6 fluorescence polarization displacement; inhibition, % at 8.3 µM; 0.21% of 370,000 active; AID 720509;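 active = inhibition above a per-campaign cutoff: mean of compounds within control limits plus 3 SD, cut at about 15% in these data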;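 note: 0% = median of all compound wells on the plate and 100% = blocking peptide control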
rCAG RNA binder = binds r(CAG) RNA repeats; 1.3% of 370,000 active; AID 651821; r(CAG) RNA repeat, TO-PRO-1 dye displacement fluorescence; inhibition, % at 3 µM;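 active = inhibition above the plate cutoff, the mean of all test compounds on that plate plus 3 SD, cut at about 35% in these data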;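 note: 0% = DMSO alone and 100% = 100 µM mitoxantrone as full dye displacement; higher means more dye released from RNA so lower well fluorescence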
sPLA2-III inh = Inhibits HGIII-sPLA2 liposome hydrolysis, primary screen. 0.56% of 370,000 active. inhibition, % at 12.2 µM. AID 743126. QFRET BODIPY PC-A2 liposome hydrolysis, fluorescence;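 active = inhibition above mean plus 3 SD of compounds lying within the high and low control bounds, cut at about 19% in these data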;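 note: 0% = median of test compound wells and 100% = no enzyme DMSO wells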
NPR2 activator = GC-B (human) receptor activation; HEK293-GC-B cells, CNP EC30, cGMP TR-FRET; 0% at EC30 CNP, 100% saturating CNP; activation, % at 10 µM; 0.11% of 370,000 active;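 active = activation at 10 µM reaching about 35% in either raw or pattern-adjusted values, limit read from the data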
KLK7 zymogen act = activators of human kallikrein-7 zymogen | P49862 | purified proKLK7, EDANS-DABCYL substrate fluorescence; 100% is mature enzyme control, 0% vehicle | activation, % at 7 µM | 0.9% of 370,000 active | AID 652039;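 active = activation above the mean of all tested compounds plus 3 SD, computed per campaign excluding outliers beyond control limits, cut at about 13% in these data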
Target sequence (P49862 whole entry, looked up): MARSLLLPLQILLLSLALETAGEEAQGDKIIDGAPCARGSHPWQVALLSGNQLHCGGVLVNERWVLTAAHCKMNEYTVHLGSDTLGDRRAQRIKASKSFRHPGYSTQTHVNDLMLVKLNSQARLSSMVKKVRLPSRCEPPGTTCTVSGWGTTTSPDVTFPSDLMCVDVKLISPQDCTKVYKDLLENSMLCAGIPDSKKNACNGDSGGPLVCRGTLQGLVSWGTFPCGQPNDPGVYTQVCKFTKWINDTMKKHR
GC-A act = GC-A (human) enzyme activation | P16066 | 0.14% of 370,000 active | HEK293 GC-A cells, cGMP TR-FRET, EC30 ANP; 0% at EC30 ANP, 100% saturating ANP | AID 1671463 | activation, % at 10 µM; in the data active = activation above about 40%
* hit, by the source's call; i = inactive; / = not tested or not shown.

SMILES	ADAM10 inh	ARFGAP1 inhibitor	GAA850 FXN act	ASAP1 inh	Tn6 DDE FP	rCAG RNA binder	sPLA2-III inh	NPR2 activator	KLK7 zymogen act	GC-A act
CCC(=O)c1ccc(N2CCN(C(=O)c3ccc(F)cc3)CC2)c(F)c1	1	6	0.9	3	1	-6	-4	-2	0.1	-3
O=C(CN1C(=O)NC2(CCCC2)C1=O)N1CCN(S(=O)(=O)c2ccc(Cl)cc2)CC1	2	-12	-0.1	-6	-5	-7	0	-2	0.2	-1
Cc1cc(C)c(S(=O)(=O)Nc2ccccc2)c(C)c1	1	-2	0.3	3	-4	3	-17	0	-0.2	-4
Cc1ccccc1OCCC(=O)OCC(=O)NCCc1ccccc1	-6	4	2.2	1	-1	-8	-1	-5	0.2	-3
CCCCC1CC2=C(C(=O)OC(C)(C)O2)C(c2ccc3ccccc3c2)O1 (stereo not given)	1	4	/	-6	-2	2	7	0	-0.1	-2
O=C(COC(=O)CSc1nnc(-c2ccc(Cl)cc2)o1)NCc1ccc2c(c1)OCO2	4	8	0.8	-7	5	-1	-5	4	0.2	63*
O=C(O)c1ccc(N/C(=N\S(=O)(=O)c2ccc(Cl)cc2)c2ccccc2)cc1	-4	-2	3.2	-5	-4	8	2	0	0.0	-2
Cc1n[nH]c(=O)nc1Nc1ccc(O)cc1	1	-4	1.7	8	4	0	2	7	0.0	3
CCn1cc(C(=O)N2CCN(c3ccccn3)CC2)c(=O)c2cc(S(=O)(=O)N(C)C3CCCCC3)ccc21	2	4	0.5	9	-1	-4	-7	1	0.1	1
CCOC(=O)CCc1c(C)c2ccc(O)cc2oc1=O	i	7	0.6	15	-8	3	1	2	45*	0
COC(=O)c1ccc(CSC2=NC[C@@H]3[C@@H]4C(=O)N(C)C(=O)[C@@H]4[C@](Cc4ccccc4)(C(=O)OC)N23)cc1	-2	19	-0.6	8	5	1	-6	-1	0.8	4
Brc1cccc2sc(N3CCN(c4ccccc4)CC3)nc12	7	-2	3.6	-5	7	2	6	-7	0.2	0
CCOC(=O)C(NCc1ccc(OC)cc1)(NC(C)=O)C(F)(F)F (stereo not given)	-2	-5	-0.3	-12	5	1	-1	-1	-0.1	3
O=C1CC(Cc2ccc(Br)cc2)C(=O)N1c1ccccc1 (stereo not given)	-10	0	1.6	-10	-7	-1	8	-1	-0.2	4
O=C(NC1CCCCC1)c1ccc([N+](=O)[O-])cc1	0	2	3.7	-10	-3	-1	1	3	0.3	5
COc1cccc(N2CCN(C(=O)CCCCCNc3nc(=S)[nH]c4ccccc34)CC2)c1	7	-6	-2.3	-5	5	1	0	7	0.6	11
Cc1ccc(OCC(O)Cn2c(N3CCOCC3)nc3c2c(=O)[nH]c(=O)n3C)cc1 (stereo not given)	3	3	0.5	-13	7	-3	-3	-8	0.4	-1
C=CCNc1nc2c3ccccc3n(C(C)=O)c2s1	7	-12	3.5	0	1	3	4	-4	1.3	6
CCOC(=O)c1cccc(NC(=O)c2ccc3c(c2)OCO3)c1	-4	7	2.2	-7	-3	-5	1	2	0.0	1
CSc1nc2ccccc2n1Cc1cccc([N+](=O)[O-])c1	11	0	1.0	9	5	1	-3	2	-0.5	-2
COc1ccc(/C=C/C(=O)C2CC2)cc1Cn1nc(C)c([N+](=O)[O-])c1C	-13	-3	2.9	4	7	-1	-1	-3	0.2	0
CCc1nn(C(C)C(=O)NCCN2CCCCCC2)c(=O)c2cc3occc3n12 (stereo not given)	-6	13	0.0	10	0	4	5	-3	0.3	0
CCCCNC(=O)COC(=O)c1ccc(SC)cc1OC	-19	3	1.4	-6	-8	-4	7	1	0.8	-1
COc1ccc(-c2csc(NC3CCCCC3)n2)c(OC)c1	-4	-3	-1.0	6	1	7	2	5	0.2	0
Cc1cc(C)c(C2=NOC3C4CCC(C4)C23)c(C)c1 (stereo not given)	0	-2	0.6	-17	7	-8	-2	-3	0.5	1

The final four records of the section before come first, to join the parts:
SMILES	ADAM10 inh	ARFGAP1 inhibitor	GAA850 FXN act	ASAP1 inh	Tn6 DDE FP	rCAG RNA binder	sPLA2-III inh	NPR2 activator	KLK7 zymogen act	GC-A act
CCc1nn(C(C)C(=O)NCCN2CCCCCC2)c(=O)c2cc3occc3n12 (stereo not given)	-6	13	0.0	10	0	4	5	-3	0.3	0
CCCCNC(=O)COC(=O)c1ccc(SC)cc1OC	-19	3	1.4	-6	-8	-4	7	1	0.8	-1
COc1ccc(-c2csc(NC3CCCCC3)n2)c(OC)c1	-4	-3	-1.0	6	1	7	2	5	0.2	0
Cc1cc(C)c(C2=NOC3C4CCC(C4)C23)c(C)c1 (stereo not given)	0	-2	0.6	-17	7	-8	-2	-3	0.5	1
CCOC(=O)c1ccsc1NC(=O)CCS(=O)(=O)c1ccccc1	6	0	-3.4	6	-2	-4	0	-4	0.4	-1
COc1ccc(NS(=O)(=O)c2cccc(NC(=O)CNC(C)=O)c2)cc1	-1	-2	0.2	9	1	1	5	4	-0.2	3
COc1ccc(-c2cn3cc([N+](=O)[O-])ccc3n2)cc1OC	-6	-5	1.5	0	-2	5	7	-5	-0.5	1
COC(=O)c1c(C)oc2ccc(N(C(=O)Oc3ccccc3)S(=O)(=O)c3ccccc3)cc12	-1	1	0.8	8	-5	5	-10	4	-0.2	1
COc1ccc(CN2CCC(=O)NC2=O)cc1	-4	-2	-0.2	-11	5	-1	1	-2	-0.1	-2
CCC1=NN2C(=N)/C(=C\c3cccn3-c3ccc(Cl)cc3)C(=O)N=C2S1	-2	5	0.9	-2	-3	7	4	2	-0.2	-2
COc1ccc(C(=O)NC(C(=O)N2CCc3ccccc32)C(C)C)cc1 (stereo not given)	-4	8	-2.6	-7	-1	-4	7	-1	0.1	4
CCOc1ccc(C(=O)Nc2ccc(CN3CCOCC3)cc2)cc1Br	5	7	1.4	2	5	-3	-2	1	0.1	4
Cn1ccsc1=NC(=O)c1cc(S(=O)(=O)N2CCOCC2)ccc1Cl	-2	2	0.6	2	-2	1	-2	1	-0.4	-2
CCOC(=O)c1cc(C)[nH]c(=S)c1C#N	-13	-3	-0.2	-2	7	3	-1	1	-3.6	-3
CC(C)[C@@H](C(=O)OCC(=O)c1ccc2c(c1)NC(=O)CO2)N1C(=O)c2ccccc2C1=O	-14	-16	1.0	12	1	1	13	1	-0.5	-5
CCN1CCN(C(=S)c2ccc(OCC(=O)NCc3ccccc3)cc2)CC1	2	4	-0.6	4	-9	-6	0	-1	0.3	-2
CCOc1ccc(CCNC(=O)C2CCN(S(=O)(=O)N3CCOCC3)CC2)cc1OCC	-1	-13	-1.6	-12	8	-6	-8	1	-0.1	-1
O=C(Cc1ccccc1)NCc1ccc2c(c1)OCO2	5	-2	3.6	1	-2	1	3	4	0.1	1
CCOC(=O)/C(C#N)=C1/C=CN(Cc2ccccc2)C=N1	10	-9	0.1	0	1	0	1	1	0.2	-5
C/C=C/C(=O)OCC(=O)Nc1ccc(OC)c(Cl)c1	1	8	2.5	3	-6	0	-1	2	-0.5	0
Cc1cc(C(=O)N/N=C/c2c[nH]c3ccccc23)c(C)o1	-8	13	5.0	-2	-6	1	-18	-2	-0.3	2
Cc1cccc2c1cnn2C(=O)CCC(=O)N1CCC(C)CC1	7	13	-0.8	5	-1	-1	-3	4	-1.0	-4
Cc1cc(-c2ccc(Cl)cc2Cl)c(C#N)c(=O)[nH]1	-92	-18	0.8	-8	5	3	-5	-7	-1.0	-2
O=C(COc1ccc2ccccc2c1)Nc1ccc(Br)cc1C(=O)O	-1	-2	0.1	-24	-1	33	-16	-2	-0.3	4
COc1ccc(Cl)cc1NC(=O)CSc1nnc(C2CC2)n1C	4	7	0.5	-13	-4	3	2	-4	0.7	-5
Cc1ccc(-n2nc3ccc(N)cc3n2)cc1Cl	-186	-4	-1.4	12	-1	11	-2	-3	-49	37
CC1(C(=O)Nc2ccc(Cl)c(Cl)c2)CCN1C(=O)CCC1CCCC1 (stereo not given)	-2	-18	0.2	0	0	0	-9	0	1.2	-5
NC(=O)CC[C@H](NC(=O)c1ccc(F)cc1)C(=O)N1CCN(Cc2ccc3c(c2)OCO3)CC1	-7	-8	-1.8	-5	8	2	-3	-8	0.1	-1
O=C(CCC(=O)OCC(=O)c1ccccc1)Nc1cccc(Cl)c1	1	-3	2.3	-1	2	-2	12	-2	0.7	-1
The list continues:
SMILES	ADAM10 inh	ARFGAP1 inhibitor	GAA850 FXN act	ASAP1 inh	Tn6 DDE FP	rCAG RNA binder	sPLA2-III inh	NPR2 activator	KLK7 zymogen act	GC-A act
CCc1ccccc1NC(=O)CNC(=O)CNC(=O)Cc1ccccc1	3	6	1.1	4	-4	-3	-1	2	0.5	3
O=C(O)c1ccc(NS(=O)(=O)c2ccc3c(c2)OCCCO3)cc1	2	-2	-0.7	-1	0	3	0	-2	0.0	3
CC(=O)OCC1=C(C(=O)O)N2C(=O)C(NC(=O)c3ccc(F)cc3)C2SC1 (stereo not given)	-3	0	0.0	-5	0	9	-1	5	-0.5	4
CCOc1ncccc1C(=O)Nc1cc2c(cc1Br)OCCO2	-15	8	1.1	-3	-6	4	12	-5	-0.5	-7
Cc1ccc(CS(=O)(=O)CCC(=O)NCc2ccccc2Cl)cc1	-1	0	-1.0	0	2	-2	-3	-7	-0.3	-1
COC(=O)c1ccc(C)c(NC(=O)CCc2ccc(OC)cc2)c1	0	-12	0.9	-5	5	-4	-1	-1	0.0	-3
COc1ccc(CNc2cc(C)ccn2)cc1	-3	4	3.9	-2	-3	11	3	2	-0.6	-1
CCCCc1ccc(NS(=O)(=O)c2c(C)n(C)c(=O)n(C)c2=O)cc1	-12	5	2.0	0	1	0	-33	-1	-0.1	2
Cc1ccc(SCn2nnc3ccccc3c2=O)c(C)c1	10	7	6.5	8	-2	-4	-1	8	-0.1	-6
CCC1(CC)NC(=O)N(CC(=O)Nc2sc3c(c2C(N)=O)CCC3)C1=O	-5	12	0.6	8	0	20	-3	3	0.4	1
Cn1c(NCc2cccnc2)nc2cc(-c3ccc(C(=O)N4CCOCC4)cc3)sc2c1=O	-175	-3	0.7	-3	-9	3	9	2	5.0	1
Cc1ccc(C(=O)NCc2n[nH]c(=S)n2-c2ccccc2)cc1[N+](=O)[O-]	2	17	2.1	-4	-1	-1	9	2	-0.3	-6
COc1ccc(Nc2nnc(SCC3CCCO3)s2)cc1 (stereo not given)	-5	0	5.6	5	7	-2	9	4	-0.9	1
COc1cc2nc(CSc3nc(-c4ccc(F)cc4)cs3)[nH]c(=O)c2cc1OC	1	8	-1.7	9	3	9	-16	-3	0.3	26
O=C(O)C1C2CCC(O2)C1C(=O)NCc1ccncc1 (stereo not given)	4	-1	1.8	3	-1	-1	1	3	-0.4	-8
CCc1ccccc1NC(=O)CC(c1ccc(OC)cc1)n1cccc1 (stereo not given)	2	11	-0.7	1	5	-6	-19	-7	0.6	-7
COc1ccc(-c2nnc(SCC(=O)Nc3ccc(Oc4ccccc4)cc3)n2Cc2ccco2)cc1	6	/	/	/	-1	7	-4	-2	0.0	-3
CC(OC(=O)C1=Cc2ccccc2OC1)C(=O)NC1CCCC1 (stereo not given)	-3	-8	1.4	3	-3	2	-1	/	0.4	/
COc1cccc(NC(=S)/C(=C(\[O-])c2ccc(OC(F)F)cc2)[n+]2ccccc2)c1	-17	-2	2.8	1	3	3	-2	2	-0.3	-1

Source: PubChem (several laboratories)
